HePTP inhibitor = human HePTP phosphatase inhibition; AID 521; recombinant HePTP phosphatase activity, OD absorbance; 110,000 compounds, 0.64% hits; inhibition, % at 20 µM; in the data active means inhibition above about 50%;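 further: plate controls were vehicle for no effect and reference inhibitor for full effect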
BAP1 inh = inhibitors of human BAP1 deubiquitinase. Q92560. recombinant BAP1, Ub-AMC hydrolysis fluorescence kinetic; hits give low values. activity remaining (% of control), % at 20 µM. 72,000 compounds, 0.48% hits;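 active means activity remaining at or below 50% of control, provided the compound also passes the data quality filters; inactive means the rest, including low values that fail the filters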;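 further: 100% = DMSO wells rate and 0% = substrate alone blank rate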
Target sequence (Q92560 whole entry, looked up): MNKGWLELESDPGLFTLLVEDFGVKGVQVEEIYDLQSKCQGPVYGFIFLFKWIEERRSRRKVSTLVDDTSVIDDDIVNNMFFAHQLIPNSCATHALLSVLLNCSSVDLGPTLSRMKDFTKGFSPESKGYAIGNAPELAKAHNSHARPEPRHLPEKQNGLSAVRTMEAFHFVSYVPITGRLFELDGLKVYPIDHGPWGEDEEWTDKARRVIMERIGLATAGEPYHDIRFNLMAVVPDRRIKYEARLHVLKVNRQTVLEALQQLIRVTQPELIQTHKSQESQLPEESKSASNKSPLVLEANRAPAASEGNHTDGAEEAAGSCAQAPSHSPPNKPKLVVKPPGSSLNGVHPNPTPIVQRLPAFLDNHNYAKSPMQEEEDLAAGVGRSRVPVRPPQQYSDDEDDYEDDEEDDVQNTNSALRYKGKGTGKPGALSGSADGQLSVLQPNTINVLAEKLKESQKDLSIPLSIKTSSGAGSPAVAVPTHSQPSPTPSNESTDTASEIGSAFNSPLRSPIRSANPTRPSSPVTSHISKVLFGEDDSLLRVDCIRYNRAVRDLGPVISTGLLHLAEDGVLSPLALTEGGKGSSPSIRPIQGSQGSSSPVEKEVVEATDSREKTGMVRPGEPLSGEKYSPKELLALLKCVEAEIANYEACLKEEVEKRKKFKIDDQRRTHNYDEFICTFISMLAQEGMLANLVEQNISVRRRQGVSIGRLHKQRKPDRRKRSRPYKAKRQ
* = called active by the depositor; / = no result given; & = joins results of further samples.

Order of results – HePTP inhibitor	BAP1 inh
CC(=O)c1ccc(-n2nnnc2SCC(=O)N2CCN(C(=O)c3ccco3)CC2)cc1
  -3.7	109.9
O=C(O)CSc1nnc(-c2ccc3c(c2)OCO3)n1-c1ccccc1
  4.7	/
O=C(Nc1ccccc1)c1cc(Br)ccc1Cl
  8.8	/
CCOc1ccccc1NC(=O)c1c(NC(=O)Cc2ccc(OC)cc2)sc2c1CCCC2
  0.5	/
CCOc1ccc(NC(=O)c2c(NC(=O)c3ccco3)sc3c2CCC(C)C3)cc1 (centres undefined)
  4.5	/
CC1(C)c2ssc(=S)c2-c2ccccc2N1C(=O)CN1CCOCC1
  7.7	/
CCOP(=O)(OCC)C(Nc1cc(Cl)cc(Cl)c1)c1ccc(Br)cc1 (centres undefined)
  2.5	/
O=C(NC(=S)Nc1ccccc1C#Cc1ccccc1)c1ccc(Br)cc1
  4.1	/
CN(C)c1ccc(NS(=O)(=O)c2ccc(N3C(=O)CCC3=O)cc2)cc1
  8.8	/
COc1ccc(Cc2nnc(SCC(=O)NCc3ccco3)o2)cc1
  5.5	59.8
Cc1ccc(NC(=O)c2cccc(C(=O)Nc3ccc(C)cc3[N+](=O)[O-])n2)c([N+](=O)[O-])c1
  /	64.9
O=C(CSc1ncnc2c1nnn2Cc1ccccc1F)N1CCN(c2ccccc2)CC1
  -1.0	94.1
CC(C)Cn1cc(C(=O)N2CCOCC2)c2c3ccccc3n(C)c2c1=O
  -0.1	/
Cc1cccc(C)c1OCc1nnc(SCC(=O)NCCc2ccccc2)o1
  /	82.5
O=C(NC(Cc1ccccc1)C(=O)Nc1ccccn1)OCc1ccccc1 (centres undefined)
  0.4	/
Cc1noc(C)c1S(=O)(=O)N1CCCC(C(=O)NCCc2ccc(Cl)cc2)C1 (centres undefined)
  13.3	84.8
CN1CCc2c(sc3c2c(=O)n(-c2ccccc2)c2nnc(SCc4ccc(Cl)cc4)n32)C1
  -12.8	101.9
CCOC(=O)c1c(NC(=O)c2ccc(C)cc2)sc2c1CCC2
  7.2	/
COc1ccccc1NC(=O)CSc1nnc(CNC(=O)COc2ccc(Cl)cc2)o1
  0.4	101.7
COc1cccc(NC(=O)c2ccc(OC)c([N+](=O)[O-])c2)c1
  2.3	/
CCCCOC(=O)CCCN1C(=O)/C(=C/c2ccccc2)SC1=S
  -10.6	/
O=C1NCCCc2c1oc1cc(Br)c(O)c(Br)c21
  9.4	102.3
O=C(CSc1nnc(-c2cccs2)o1)N1CCOCC1
  1.7	97.8
O=C(NCc1nc(-c2ccccc2)no1)c1ccc2c(c1)OCO2
  -7.3	109.7
COC(=O)c1ccccc1NC(=O)COC(=O)CSCC(=O)N1CCOCC1
  -2.3	93.1
Cc1cccc(CN2CCN(C(=O)c3ccc(F)cc3)CC2)c1
  9.7	/
COc1cc(OC)c(C2N(c3ccccn3)C(=O)C3CCCN32)cc1OC (centres undefined)
  5.8	90.4
Cc1cccc(C(C)C)c1NC(=O)c1cccnc1
  6.9	69.7
O=C(NCc1nc(-c2ccccc2)no1)c1cccs1
  6.6	107.3
COCCN1CC(O)=C(c2nc3ccccc3c(=O)[nH]2)C1=N
  2.6	/

A stretch from further up, for reference:
Order of results – HePTP inhibitor	BAP1 inh
CN1CCc2c(sc3c2c(=O)n(-c2ccccc2)c2nnc(SCc4ccc(Cl)cc4)n32)C1
  -12.8	101.9
CCOC(=O)c1c(NC(=O)c2ccc(C)cc2)sc2c1CCC2
  7.2	/

Part of the list above in a different format:
O=C(CSc1ncnc2c1nnn2Cc1ccccc1F)N1CCN(c2ccccc2)CC1
  HePTP inhibitor: -1.0	BAP1 inh: 94.1

O=C(CSc1nnc(-c2cccs2)o1)N1CCOCC1
  HePTP inhibitor: 1.7	BAP1 inh: 97.8

CC1(C)c2ssc(=S)c2-c2ccccc2N1C(=O)CN1CCOCC1
  HePTP inhibitor: 7.7	BAP1 inh: /

(continued)
Order of results – HePTP inhibitor	BAP1 inh
CCN(CC)C(=O)C1CCCN(C/C=C/c2ccccc2)C1 (centres undefined)
  -2.9	97.7
CC(=O)Nc1ccc(S(=O)(=O)Nc2ncccn2)cc1
  3.0&-6.3	93.7
O=C(COc1cccc2ccccc12)Nc1ccc2c(c1)OCCO2
  -10.0	/
COc1ccc2[nH]c3c(c2c1)CN(C)CC3
  8.9	104.3
COc1ccc(/C=C2\SC(=O)N(CC(=O)Nc3ccccc3Cl)C2=O)cc1OC
  5.3	/
CCc1ccccc1NC(=O)CSC1=C(C#N)C(c2ccc(O)c(OC)c2)C2=C(CCCC2=O)N1 (centres undefined)
  -3.6	128.8
Cc1[nH]c(=O)[nH]c(=O)c1NS(=O)(=O)c1ccc2c(c1)CCCC2
  5.1	121.2
CN(C)c1ccc(/C=C2\SC(N3CCCCCC3)=NC2=O)cc1
  -2.8	/
CCOC(=O)c1c(C)oc2ccc(OCC(N)=O)cc12
  -7.7&-14.0	98.2
O=[N+]([O-])c1cccc2cn[nH]c12
  1.2	67.9&80.4
CCOC(=O)c1c(Nc2ccccc2)sc(C=NCCc2ccccc2)c1O
  11.9	/
COC(=O)c1cc(Cl)c(NC(=O)COc2cc(C)ccc2C(C)C)cc1OC
  4.5	/
CCNC(=O)COC(=O)COc1ccc(Cl)cc1C
  -0.4	137.8
COc1cc(C(=O)NCc2ccco2)c(Br)c(OC)c1OC
  -7.9	86.3
O=C(CCc1ccccc1)Nc1ccc(Cl)c(C(F)(F)F)c1
  0.0	/
CCn1c(O)c(N=Nc2nc3ccccc3s2)c2ccccc21
  -4.6	/
COc1ccccc1NC(=O)CSc1nnc(C2CCCCC2)n1C
  -10.4	133.5
Cc1ccc(C)c(NC(=O)/C=C/c2ccc(C)o2)c1
  7.8	/
CCn1c(=O)cc(SCC(=O)NCCN2CCN(Cc3ccccc3)CC2)c2ccccc21
  12.1	73.1
CC12CCC(C(=O)Nc3ccccc3N3CCOCC3)(CC1=O)C2(C)C (centres undefined)
  0.6	99.4
CCC1Sc2ccccc2N(CC(=O)NCCC(C)C)C1=O (centres undefined)
  9.7	102.2
O=C(O)c1cc(NCc2cccs2)ccc1N1CCOCC1
  5.9	92.8
CCOc1ccc(-n2c(O)c(C=NCC3(C)CC(O)CC(C)(C)C3)c(=O)[nH]c2=O)cc1 (centres undefined)
  -10.7	/
CCOC(=O)C(C(=O)OCC)=C(CCN1C(=O)c2ccccc2C1=O)OC(=O)CCN1C(=O)c2ccccc2C1=O
  -15.5	/
CCn1c(SCCc2ccccc2)nc2ccccc2c1=O
  2.0	/
COc1ccc(C(=O)OCCN2CCOCC2)cc1
  11.8	/
Cc1ccc(COc2ccc3oc(C)c(C(=O)O)c3c2)cc1
  7.3	/
N#Cc1cc2c(nc1SCc1cccnc1)CCCC2
  -2.3	110.0
CCCCCCNC(=O)CN1C(=O)c2ccccc2C1=O
  3.4	/
OCCc1cn(-c2ccccc2)c2ccccc12
  /	73.1
CCCCN(CCCC)S(=O)(=O)c1ccc(Cl)cc1
  6.8	/
NC(=O)CSc1nnc(Cc2csc(Nc3ccccc3)n2)n1Cc1ccccc1
  10.1	122.9
COCCN1CSC(=S)N(Cc2ccco2)C1
  -6.7	80.5
CCCOc1ccc(C(=O)Nc2cccc(C(C)=O)c2)cc1
  3.5	/
CCOc1cc(OCC)cc(C(=O)Nc2ccccc2C(=O)OC)c1
  0.5	/
CCc1ccc(NC(=O)c2ccc(Cl)cc2)cc1
  9.7	/
Cc1ccc(N(C(=O)CCC(=O)Nc2cc(C)on2)C(C(=O)NC2CCCC2)c2ccncc2)cc1 (centres undefined)
  4.0	92.5
N#Cc1nc(COc2ccc(F)cc2)oc1N1CCCC1
  4.5	103.3
COC(=O)c1cc2oc(C)cc2n1CC(=O)N(C)c1ccccc1
  6.6	83.5
CC1CN(C(c2ccco2)c2sc3ncnn3c2O)CC(C)O1 (centres undefined)
  0.2	99.5
CC(Oc1ccccc1)C(=O)NCc1cccnc1 (centres undefined)
  9.0&-0.8	110.1
O=C1NN(c2ccccc2)C(=O)/C1=C\c1ccc(O)cc1
  -12.6	/
COc1ccc(C2CC(C(F)(F)F)n3ncc(C(=O)Nc4c(C)n(C)n(-c5ccccc5)c4=O)c3N2)cc1 (centres undefined)
  6.5	/
CC1CN(C(=O)c2c(Cl)cccc2Cl)CC(C)O1 (centres undefined)
  -9.9	/
Cn1c(SCC(=O)Nc2ccccc2F)nnc1-c1cccnc1
  2.5	106.9
O=c1c2[nH]c3ccc(Cl)cc3c2ncn1CCN1CCCCC1
  6.3	79.3
Fc1ccccc1N1CCN(c2nc3ccccc3n3nnnc23)CC1
  6.5	68.5
Cc1cccc(NC(=O)/C=C(\C(=O)O)c2ccc(Cl)cc2)c1C
  -7.3	/
COc1ccc(Cc2nc(-c3ccc(Br)o3)no2)cc1OC
  -2.8	100.1
Cn1c(=O)c2cc(NCc3ccccc3)nnc2n(C)c1=O
  -5.5	/
Cc1noc(NS(=O)(=O)c2ccc(NC(=O)CCn3c(=O)oc4ccccc43)cc2)c1C
  5.9	87.8
O=C(Nc1cccc(Cl)c1)Nc1nnc(/C=C/c2ccccc2Cl)s1
  -0.8	/
CC(NC(=O)c1ccc(Br)cc1)c1ccccc1 (centres undefined)
  6.0	/
CCOc1ccc(Cc2nnc(SCC(=O)c3ccc(OC)cc3)o2)cc1
  0.6	/
COc1ccccc1N1COc2ccc3ccccc3c2C1
  -6.6	/
O=C1OC(c2ccc(Cl)cc2)=C/C1=C\c1ccco1
  50.8*	/
Cc1cc(OCC(=O)Nc2ccc(O)c(-c3nc4ccccc4s3)c2)ccc1Cl
  -13.0	/
O=C(CN1CCN(S(=O)(=O)c2ccc(F)cc2)CC1)Nc1ccc2c(c1)OCO2
  8.2	112.5
CCOC(=O)c1cc(-c2ccccc2)n(CC(=O)O)c1C
  0.3	110.0
O=C(O)c1ccccc1-c1ccccc1C(=O)Nc1c[nH]c(=O)[nH]c1=O
  -2.0	/

Next part
Order of results – HePTP inhibitor	BAP1 inh
CC12c3ccccc3C(c3ccccc31)C1C(=O)N(CCO)C(=O)C12 (centres undefined)
  -0.6	/
COc1ccc(C(CC(=O)O)NC(=O)c2ccco2)cc1OC (centres undefined)
  9.6	112.5
COc1cccc(C(=O)Nc2nnc(C(C)C)s2)c1
  -9.2	99.8
O=C(Nc1c(C(=O)Nc2ccc3c(c2)OCCO3)cnn1-c1ccccc1Cl)c1ccco1
  -4.9	104.8
O=C(COc1ccccc1)Nc1ncc2c(n1)CCCC2=O
  8.9	125.2
CC1CN(C2CCN(C(=O)c3ccccc3)CC2)CC(C)O1 (centres undefined)
  1.0	183.2
Cc1c(C(=O)O)nnn1-c1ccccc1
  3.8	94.7
Cc1cc(C)nc(/N=C(/NC(=O)Nc2cccc(Cl)c2)Nc2ccccc2)n1
  2.5	/
Cc1ccc(S(=O)(=O)N2CCN(C(=O)CN3C(=O)NC4(CCOc5ccccc54)C3=O)CC2)cc1 (centres undefined)
  -6.8	80.7
COc1ccc(N(CC(N)=O)S(C)(=O)=O)cc1
  -3.7	/
CN(C)CCn1c(C(=O)Nc2ccccc2)cc2ccccc21
  8.5	103.4
COc1ccc(-c2nc(-c3ccc(C)cc3)no2)cc1
  -3.8	/
Cc1ccc(Cn2c(SCCN3CCOCC3)nc3c2c(=O)n(C)c(=O)n3C)cc1
  0.0	/
Cc1c(Br)c([N+](=O)[O-])nn1CC(=O)N1CCc2ccccc2C1
  -5.5	/
Oc1oc(-c2ccccc2)cc1N=Nc1ccccc1
  10.9	/
O=C(/C=C/c1ccc2c(c1)OCO2)NCc1ccc2c(c1)OCO2
  -15.4	/
Cc1ccc(C(=O)Nc2ccccn2)cc1
  -30.3	/
Cc1ccc(S(=O)(=O)NC(C)(C)CN2CCOCC2)cc1
  7.5	/
O=C(CCCc1c[nH]c2ccccc12)N1CCN(S(=O)(=O)c2cccs2)CC1
  -5.7	/
CCc1ccc(N(CC(=O)NC)S(C)(=O)=O)cc1
  -5.4	71.1
CCc1cc2c(s1)SC(c1ccc([N+](=O)[O-])cc1)NC2=O (centres undefined)
  7.1	111.3
Cc1nnc(NC(=O)NC(C)N2C(=O)C3C4C=CC(C4)C3C2=O)s1 (centres undefined)
  -1.0	100.5
CCOc1ccc(NC(=O)/C=C/c2ccc(Cl)cc2)cc1
  0.6	/
CCOC(=O)C1CCN(C(=O)Nc2ccccc2Cl)CC1
  1.8	96.8
CC1(c2ccccc2)CC(C)(C)N(C=O)c2ccccc21 (centres undefined)
  3.5	/
CCOc1ccccc1NC(=O)CSc1nnc(-c2ccco2)n1Cc1ccco1
  1.5	/
O=C(CCCSc1nc2ccccc2s1)Nc1nccs1
  4.2	73.9
COc1cc([N+](=O)[O-])ccc1-c1ccc(/C=C2\C(=O)NC(=S)N(c3ccc(Cl)cc3)C2=O)o1
  4.9	/
NC(=O)CC1NC(=O)c2ccccc21 (centres undefined)
  -0.4	99.1
COc1ccc(OC)c(S(=O)(=O)N(C)CC(=O)N2CCN(c3ccccc3)CC2)c1
  3.8	70.0
CCOC(=O)c1c(C)oc2c(F)c(F)c(F)c(F)c2c1=O
  1.5	110.6
O=c1[nH]n(-c2cccc(Cl)c2)c(O)c1/C=C1/C=Nc2ccccc21
  19.2	/
